Source: PubChem BioAssay (several laboratories)
WT yeast gro inh: growth inhibition of WT yeast, mitochondrial fusion screen; mitochondrial fusion phenotypic screen, WT strain; inhibition, % at 10 µM; 190,000 tested, 2.1% active; AID 1362; in the data active means inhibition above about 58%; tested in S. cerevisiae
Yfh1-off respiration: mitochondrial function rescue without frataxin homolog – Friedreich's ataxia, plus single-dose screen, dose response (AID 1465); fold induction at 50 µM; hits with a dose series show EC50 in µM; S. cerevisiae Yfh1-off respiration, WST-1 reduction, 72 h; higher fold induction means a stronger effect; 220,000 tested, 0.074% active;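 active means fold induction of absorbance versus untreated yeast above a set limit, then at least 30% activation at any dose in follow-up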;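 further: activators that raise dye reduction in frataxin-depleted yeast; strong numbers were not always called active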
Dynein cargo inh: dynein cargo transport inhibition. 3617.4 mouse cells, GR-EGFP nuclear translocation imaging; test concentration mostly 20 µM; stimulated with dexamethasone, 1 µM; hits give low values. z-score, hits read low. 220,000 tested, 0.47% active. AID 1381;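 active means plate z-score of nuclear minus cytoplasmic receptor signal below a set negative limit, without overly bright fluorescence or cell loss, cut at about -3.5 in these data, passing the limit was not always enough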;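 further: z-score of nuclear minus cytoplasmic ring GR-EGFP intensity difference per well; some compounds called inactive have numbers as strong as hits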
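Buffer or medium: tet-free medium with charcoal-stripped serum / Also added: dexamethasone agonist, 1.0 µM final, for 30 min / Timing: induction 48 h, compound 1 h, agonist 30 min / Measured by: high-content fluorescence imaging after fixation / Read-out: nuclear-to-cytoplasmic GR-EGFP distribution per well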
HEK293 NOD2/NF-kB: NOD2 signaling inhibitors, cell-based, luminescence, uHTS, HEK293 (AID 1566) | 290,000 tested, 0.63% active | HEK293 NOD2/NF-kB luciferase reporter, luminescence; higher % means a stronger effect | inhibition, % at 4 µM; hits with a dose series show EC50 in µM; in the data active means inhibition above about 50%; further: many of its hits are not listed in these tables
bCat nuc transl: modulators of beta-catenin nuclear translocation; nuclear translocation activity, % at 5 µM; 190,000 tested, 0.3% active; AID 1665; HeLa beta-catenin nuclear translocation, immunofluorescence imaging;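 active means nuclear translocation activity above 50% at 5 µM, with a well cell count of 50 or more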;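 further: per-cell ratio of nuclear to cytoplasmic median beta-catenin stain intensity; plate controls were DMSO negative control for no effect and GSK-3 inhibitor IX positive control for full effect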
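Technique: fluorescence imaging of beta-catenin antibody stain plus DAPI / Material: human HeLa cell line / Incubation: compound treatment 24 h, 37°C, 5% CO2 / Read-out basis: % activation of per-cell nuclear versus cytoplasmic median beta-catenin signal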
Ins promoter up: MIN6 insulin promoter up-regulation; MIN6 insulin promoter-GFP reporter, high-content imaging; hits give high values; z-score at 5 µM; 190,000 tested, 0.3% active;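 active means z-score above 3 at 5 µM with at least 500 cells counted in the well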
Autophagy HCS: modulators of autophagy; MEF GFP-LC3 puncta imaging; test concentration mostly 10 µM; calls only at 10 µM (by protocol); 190,000 tested, 0.98% active;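 active means percentage of spot-positive cells more than 3 SD above its plate mean, without a fluorescence outlier flag or 80% toxicity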;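 further: spot-positive cell cutoff set from DMSO-treated cells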
Hep lipid drop: modulators of hepatic lipid droplet formation | AML12 mouse hepatocytes, oleate lipid droplets, BODIPY imaging | inhibition, % at 6.5 µM | 240,000 tested, 0.4% active | AID 1656;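 active means lipid droplet intensity inhibited by at least 50%, with more than 500 cells counted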
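Test system: AML12 hepatocytes (mouse); reagent: oleate loading, 100 µM; dosing: one dose, 6.5 µM compound; incubation: overnight exposure; signal: fluorescence imaging, 20x objective, two fields per well; read-out basis: % inhibition of corrected integrated BODIPY droplet signal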
MT stabilize HCS: stabilizes microtubules in HeLa cells; AID 2205; % tubulin-high responders, % at 10 µM; 200,000 tested, 0.83% active; HeLa tubulin immunostaining HCS, 24 h; share of cells brighter than vehicle mean+2SD;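 active means plate Z-score above 3 for both tubulin-high and condensed-nucleus cell shares, with cell loss under 80%, at 10 µM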;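 further: anti alpha tubulin signal scored within the nucleus-defined area of each cell; some results filed as inactive read as strong as hits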
WT yeast gro inh mutant strain: further read-out of WT yeast gro inh, marked with its call; inhibition, %; mitochondrial fusion phenotypic screen, mutant strain inhibition
Dynein cargo inh cytoplasmic EGFP: recorded beside Dynein cargo inh, whose call it bears; z-score; measured here: cytoplasmic GR-EGFP intensity; hits give high values
Dynein cargo inh nuclear GR-EGFP: further read-out of Dynein cargo inh, marked with its call; z-score; measured here: nuclear GR-EGFP intensity;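 lower value marks the stronger effect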
Dynein cargo inh cell count: second read-out of Dynein cargo inh, no call of its own (marks repeat the call); z-score; measured here: cell count per field
Ins promoter up cell count: further read-out of Ins promoter up, marked with its call; cell count; measured here: cytotoxicity, nuclei count;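 total cells summed across four imaged fields per well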
Hep lipid drop cells 6.5 µM: also measured in Hep lipid drop; calls as there; cell count; measured here: cell count, cytotoxicity flag;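 cells counted across two imaged fields per well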
bCat nuc transl cell count 5 µM: also measured in bCat nuc transl; calls as there; cell count; measured here: cell count, cytotoxicity flag
MT stabilize HCS Hoechst-high %: further read-out of MT stabilize HCS, marked with its call; % Hoechst-high responders; measured here: nuclear condensation Hoechst responders;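 share of cells brighter than vehicle mean plus two SD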
MT stabilize HCS cytotoxicity %: also measured in MT stabilize HCS; calls as there; toxicity, %; measured here: cytotoxicity by cell density;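 0% = mean cell density of plate MIN control wells and 100% = no cells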
Autophagy HCS cell loss 18 h: second read-out of Autophagy HCS, no call of its own (marks repeat the call); toxicity, %; measured here: cell loss, nuclei count;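 cell loss after 18 h compound exposure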
* marks the source's active call; other numbers are inactive results; i = inactive; / = no result given. A portion of the library. The share of hits here may be higher or lower than overall.

SMILES	WT yeast gro inh	WT yeast gro inh mutant strain	Yfh1-off respiration	Dynein cargo inh	Dynein cargo inh cytoplasmic EGFP	Dynein cargo inh nuclear GR-EGFP	Dynein cargo inh cell count	HEK293 NOD2/NF-kB	bCat nuc transl	bCat nuc transl cell count 5 µM	Ins promoter up	Ins promoter up cell count	Autophagy HCS	Autophagy HCS cell loss 18 h	Hep lipid drop	Hep lipid drop cells 6.5 µM	MT stabilize HCS	MT stabilize HCS Hoechst-high %	MT stabilize HCS cytotoxicity %
Cc1ccc(OCC(=O)N/N=C\c2ccc(O)cc2)c([N+](=O)[O-])c1	1	12	i	-0.44	-0.32	-0.26	0.5	-2%	0.8	1110	1.4	1175	i	2	-1	708	5.9	2.4	4.2
O=C(Nc1ccccc1F)C1CCN(C(=O)Cc2ccccc2)CC1	-7	-6	i	-0.21	-0.23	0.09	0.93	7%	-0.2	1004	/	/	i	8	14	834	1.8	1.8	11
COc1ccc(-c2nc(CN3CCN(c4cc(C)nc(C)c4)CC3)c(C)o2)c2ccccc12	37	22	i	-2.9	2.2	-1.2	-5	30%	0.6	907	-0.25	1335	i	3	-24	616	1.5	4.7	3.5
O=C(c1cccc(NS(=O)(=O)c2cccc([N+](=O)[O-])c2)c1)N1CCOCC1	-2	-2	i	-0.28	-0.26	0.0022	0.34	16%	-0.5	846	-0.61	1305	i	8	-6	753	2.7	1.7	7.4
CCOC(=O)c1c(C)[nH]c(C=O)c1Cc1cccc(Cl)c1	-7	-5	i	-0.61	-0.32	-0.64	0.34	29%	-1.3	911	/	/	i	-3	2	657	4.4	2.2	3.1
CC(C)(C)NCC(O)Cn1cc(C=O)c2ccccc21 (stereo not drawn)	5	6	i	-0.37	-0.25	0.46	-0.49	9%	1.7	987	-1	1477	i	-8	-3	690	2.0	2.0	7.7
COc1ccccc1C(=O)N1CCN(c2ccccn2)CC1	4	0	i	-0.78	-0.18	-0.38	0.46	8%	/	/	/	/	i	-6	/	/	1.1	2.7	11
CCOc1ccccc1NC(=O)CN1C(=O)C(C)SC(C)C1=O (stereo not drawn)	8	-11	i	0.0036	-0.21	0.078	0.84	-2%	-1.9	1156	-0.19	1328	i	21	-2	716	2.5	2.0	1.7
Cn1c(=O)n(C)c2cc(S(=O)(=O)Nc3ccccc3O)ccc21	5	19	i	-0.32	0.47	0.32	0.34	6%	-3.3	1131	0.23	803	i	27	14	820	1.8	1.5	3.6
COCCn1c(-c2ccc(Cl)cc2)nc2c(c(=O)c3ccccc3n2C)c1=O	10	7	i	-0.48	-0.12	-0.043	0.57	13%	-0.4	1151	0	1352	i	14	-6	656	2.7	3.7	10
Cn1c(SCc2c(F)cccc2Cl)nnc1-c1cnccn1	5	-7	i	1.7	0.014	1.5	-2.8	-32%	3.4	814	0.62	1162	i	5	/	/	5.4	2.0	1.2
COc1cc(C2C(C(=O)OC(C)C)=C(C)Nc3[nH]c(=O)[nH]c(=O)c32)ccc1O (stereo not drawn)	8	2	i	0.18	-0.21	0.16	0.67	-1%	-8.1	961	0.11	1166	i	-15	/	/	3.8	2.5	0.7
COc1ccc2nc(C)cc(SCC(=O)N3CCCCC3)c2c1	0	-2	i	-1.6	-0.32	-0.87	4.7	2%	0.8	1490	-0.6	1451	i	12	0	652	2.1	1.5	2.9
OCCNCC1(O)C2CC3CC(C2)CC1C3 (stereo not drawn)	9	18	i	2.5	-0.38	1.2	-1.3	18%	-2.2	1392	0.13	1423	i	5	/	/	3.4	1.4	12
CN1C(C(=O)NCc2ccccc2)CC2Cn3c(nc4ccccc43)C21 (stereo not drawn)	/	/	i	0.16	-0.75	0.14	-0.52	11%	0.5	1352	0.05	1037	/	/	-1	738	/	/	/

Copied from the results shown (9 entries):
SMILES	WT yeast gro inh	WT yeast gro inh mutant strain	Yfh1-off respiration	Dynein cargo inh	Dynein cargo inh cytoplasmic EGFP	Dynein cargo inh nuclear GR-EGFP	Dynein cargo inh cell count	HEK293 NOD2/NF-kB	bCat nuc transl	bCat nuc transl cell count 5 µM	Ins promoter up	Ins promoter up cell count	Autophagy HCS	Autophagy HCS cell loss 18 h	Hep lipid drop	Hep lipid drop cells 6.5 µM	MT stabilize HCS	MT stabilize HCS Hoechst-high %	MT stabilize HCS cytotoxicity %
CCOC(=O)c1c(C)[nH]c(C=O)c1Cc1cccc(Cl)c1	-7	-5	i	-0.61	-0.32	-0.64	0.34	29%	-1.3	911	/	/	i	-3	2	657	4.4	2.2	3.1
CC(C)(C)NCC(O)Cn1cc(C=O)c2ccccc21 (stereo not drawn)	5	6	i	-0.37	-0.25	0.46	-0.49	9%	1.7	987	-1	1477	i	-8	-3	690	2.0	2.0	7.7
COc1ccccc1C(=O)N1CCN(c2ccccn2)CC1	4	0	i	-0.78	-0.18	-0.38	0.46	8%	/	/	/	/	i	-6	/	/	1.1	2.7	11
CCOc1ccccc1NC(=O)CN1C(=O)C(C)SC(C)C1=O (stereo not drawn)	8	-11	i	0.0036	-0.21	0.078	0.84	-2%	-1.9	1156	-0.19	1328	i	21	-2	716	2.5	2.0	1.7
Cn1c(=O)n(C)c2cc(S(=O)(=O)Nc3ccccc3O)ccc21	5	19	i	-0.32	0.47	0.32	0.34	6%	-3.3	1131	0.23	803	i	27	14	820	1.8	1.5	3.6
COCCn1c(-c2ccc(Cl)cc2)nc2c(c(=O)c3ccccc3n2C)c1=O	10	7	i	-0.48	-0.12	-0.043	0.57	13%	-0.4	1151	0	1352	i	14	-6	656	2.7	3.7	10
Cn1c(SCc2c(F)cccc2Cl)nnc1-c1cnccn1	5	-7	i	1.7	0.014	1.5	-2.8	-32%	3.4	814	0.62	1162	i	5	/	/	5.4	2.0	1.2
COc1cc(C2C(C(=O)OC(C)C)=C(C)Nc3[nH]c(=O)[nH]c(=O)c32)ccc1O (stereo not drawn)	8	2	i	0.18	-0.21	0.16	0.67	-1%	-8.1	961	0.11	1166	i	-15	/	/	3.8	2.5	0.7
COc1ccc2nc(C)cc(SCC(=O)N3CCCCC3)c2c1	0	-2	i	-1.6	-0.32	-0.87	4.7	2%	0.8	1490	-0.6	1451	i	12	0	652	2.1	1.5	2.9
